Bioassay records deposited in PubChem BioAssay by National Center for Advancing Translational Sciences (NCATS).
DT40 TDP1 no CPT – qHTS for Inhibitors of human tyrosyl-DNA phosphodiesterase 1 (TDP1): qHTS in cells in absence of CPT. 420,000 compounds, 15% hits. DT40 Tdp1-/- hTDP1 cells, no CPT, ATP luminescence, 48 h. Potency, µM (top dose mostly 46.2 µM), inactives show at the top dose activity change, negative = growth inhibition, hits mostly inhibitors; note: nearly all actives have a fitted effect of over 55% in size
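Cells were dispensed at 400 per well, compounds added by pin tool, plates incubated ≥48 hr at 37 °C, then CellTiter-Glo added for 30 min at room temperature before luminescence reading. Line: DT40 Tdp1-/- complemented with hTDP1; camptothecin omitted.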
DT40 TDP1 CPT – qHTS for Inhibitors of human tyrosyl-DNA phosphodiesterase 1 (TDP1): qHTS in cells in presence of CPT; chicken DT40 Tdp1-/-;hTDP1 cells + 20 nM CPT, ATP luminescence, 48 h; Potency, µM (series often up to 46.2 µM), without a hit: at the top dose activity change, negative = growth inhibition, hits mostly inhibitors; 420,000 compounds, 12% hits; note: nearly all actives have a fitted effect of over 55% in size
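Chicken DT40 Tdp1-/- cells stably complemented with human TDP1 were seeded at 400 cells/well in medium containing 20 nM camptothecin, exposed to pin-transferred compounds, and grown at 37 °C for at least 48 hr. Viability was read as ATP luminescence.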
TDP1 block – qHTS Assay for Inhibitors of Tyrosyl-DNA Phosphodiesterase (TDP1); Tyrosyl-DNA phosphodiesterase 1 (Homo sapiens), Q9NUW8; recombinant TDP1, AlphaScreen DNA substrate cleavage; Potency, µM (series often up to 130 µM), for inactives: top-dose activity change, negative = inhibition, actives largely listed as inhibitors; 350,000 compounds, 0.28% hits; AID 485290, 2010; note: nearly all actives have a fitted effect of over 40% in size
Target sequence (Q9NUW8 whole entry, looked up): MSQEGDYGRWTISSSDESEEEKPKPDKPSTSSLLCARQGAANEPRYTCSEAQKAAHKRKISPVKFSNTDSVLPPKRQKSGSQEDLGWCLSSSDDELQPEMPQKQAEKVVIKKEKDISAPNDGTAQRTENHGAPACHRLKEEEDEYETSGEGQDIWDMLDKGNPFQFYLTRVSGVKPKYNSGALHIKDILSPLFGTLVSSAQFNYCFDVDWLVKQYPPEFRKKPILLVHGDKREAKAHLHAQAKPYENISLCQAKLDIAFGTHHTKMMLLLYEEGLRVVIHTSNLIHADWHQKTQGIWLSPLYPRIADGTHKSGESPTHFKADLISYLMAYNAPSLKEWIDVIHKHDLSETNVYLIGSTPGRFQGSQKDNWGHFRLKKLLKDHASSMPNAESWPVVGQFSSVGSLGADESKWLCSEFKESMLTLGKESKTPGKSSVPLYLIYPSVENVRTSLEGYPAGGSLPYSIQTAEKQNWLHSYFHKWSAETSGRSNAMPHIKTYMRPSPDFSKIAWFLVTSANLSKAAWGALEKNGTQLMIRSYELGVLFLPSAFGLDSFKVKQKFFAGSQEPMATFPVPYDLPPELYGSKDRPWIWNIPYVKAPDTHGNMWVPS
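Steps: enzyme plus compound, 15 min RT; add biotin/phosphotyrosine-FITC oligonucleotide (15 nM final), react 5 min; add donor/acceptor beads (10 ug/ml final), 10 min; read AlphaScreen. Tdp1 at 1 nM final.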
* marks the source's active call; other numbers are inactive results; ? = inconclusive; / = not tested or not shown; [ ] = another dose, or the depositor's remark. Calls come from the whole dose curve; as a rule, active = well fitted curve in the direction sought with a large enough effect; inconclusive = small, poorly fitted or top-dose-only effect, or another doubt; inactive = no such curve, though single readings can be large; an effect the other way counts as inactive or inconclusive. % is set by controls: 0 for no effect and ±100 for the full control effect; potency is the fitted concentration of half-maximal effect.

Preview, 2 compounds:
#1 Cc1ccc(N2C(=O)CC(N(O)C3CC(=O)N(c4ccc(C)cc4)C3=O)C2=O)cc1 (configuration not stated)
#2 CCOC(=O)c1sc(NC(=O)c2nc(SCC)ncc2Cl)c(C(=O)OCC)c1C

Compound,1,2
DT40 TDP1 no CPT,?,-16%
DT40 TDP1 CPT,?,-2%
TDP1 block,-2%,9%

Results, from the start:
#1 Cc1ccc(N2C(=O)CC(N(O)C3CC(=O)N(c4ccc(C)cc4)C3=O)C2=O)cc1 (configuration not stated)
#2 CCOC(=O)c1sc(NC(=O)c2nc(SCC)ncc2Cl)c(C(=O)OCC)c1C
#3 Cc1cc(C)c2cc(CN(CCCO)S(=O)(=O)c3ccccc3F)c(=O)[nH]c2c1
#4 NS(=O)(=O)c1ccc(NC(=O)COC(=O)c2ccco2)cc1
#5 CCC(C)NC(=O)c1ccc(-n2c(-c3ccccc3)cc3c2CCCC3)cc1 (configuration not stated)
#6 C=CCn1c(CCNC(=O)c2cccs2)nnc1SCC(=O)Nc1cccc(Cl)c1C

Compound,1,2,3,4,5,6
DT40 TDP1 no CPT,?,-16%,?,22%,?,?
DT40 TDP1 CPT,?,-2%,-19%,3%,16µM*,?
TDP1 block,-2%,9%,7%,-3%,4%,3%

#7 CCc1nc2c(cnn2-c2ccc(C)cc2)c(=O)n1-c1ccc(C)cc1
#8 COc1cc(C(=O)NC2CC(C)(C)CC(C)(C)C2)ccc1OC1CCN(C(C)=O)CC1
#9 CCN(C(=O)CSc1ncccn1)c1cccc2ccccc12
#10 COc1cc(/C=N/NC(=O)C[n+]2ccccc2)cc(OC)c1OC
#11 Cc1ccc(NC(=S)N2CCC(NC(=O)c3ccc(C)cc3)CC2)cc1
#12 CC(Oc1ccc(S(=O)(=O)N2CCCC2)cc1[N+](=O)[O-])C(=O)NC(C)c1ccccc1 (configuration not stated)

Compound,7,8,9,10,11,12
DT40 TDP1 no CPT,?,?,?,-5%,-19%,?
DT40 TDP1 CPT,-23%,?,?,-2%,1%,?
TDP1 block,2%,/,0%,5%,0%,2%

#13 O=C(N/N=C/c1ccc([N+](=O)[O-])cc1)c1cccc2cc[nH]c12
#14 CC1(C)CSC(=NCCc2ccccc2)N1C(=O)c1ccc(C#N)cc1
#15 Cc1ccc(C2CC(=O)Oc3cc(O)ccc32)cc1 (configuration not stated)
#16 O=C(CSC1=Nc2ccccc2C2=NC(CC(=O)NCc3ccco3)C(=O)N12)NCc1ccco1 (configuration not stated)
#17 CC(=O)N1N=C(c2ccncc2)CC1c1ccccc1O (configuration not stated)
#18 O=C(Cc1ccccc1)NNC(=O)c1ccc(Br)o1

Compound,13,14,15,16,17,18
DT40 TDP1 no CPT,?,-14%,-11%,2%,0%,-2%
DT40 TDP1 CPT,-27%,-20%,-20%,-14%,11%,8%
TDP1 block,3%,-1%,14%[234 µM],/,-3%,-2%

#19 CN1CCN(C(=O)c2ccc3c(c2)N(Cc2c(F)cccc2Cl)C(=O)c2ccccc2S3)CC1
#20 COc1ccccc1CN(C)C(=O)c1cccc(S(=O)(=O)N2CCCc3ccccc32)c1
#21 CCOC(=O)N1CCC(NC(=O)C2CCCN(S(C)(=O)=O)C2)CC1 (configuration not stated)
#22 O=C(NCCc1ccccc1)C1CCC(=O)N(CCCN2CCCC2=O)C1 (configuration not stated)
#23 O=C(CN1C(=O)CC(c2ccccc2)S(=O)(=O)c2ccccc21)N1CCCC1 (configuration not stated)
#24 O=C1c2ccccc2C(=O)N1CCc1ccccn1

Compound,19,20,21,22,23,24
DT40 TDP1 no CPT,23µM*,12µM*,-8%,23%,-24%,-5%
DT40 TDP1 CPT,?,?,-11%,-11%,8%,?
TDP1 block,5%,1%,2%,/,2%,-1%

Some values from the results shown:
Entry for O=C1c2ccccc2C(=O)N1CCc1ccccn1 in DT40 TDP1 no CPT: -5%
Entry for O=C(NCCc1ccccc1)C1CCC(=O)N(CCCN2CCCC2=O)C1 (configuration not stated) in DT40 TDP1 CPT: -11%
Entry for CCOC(=O)N1CCC(NC(=O)C2CCCN(S(C)(=O)=O)C2)CC1 (configuration not stated) in DT40 TDP1 CPT: -11%
Entry for COc1ccccc1CN(C)C(=O)c1cccc(S(=O)(=O)N2CCCc3ccccc32)c1 in DT40 TDP1 no CPT: 12µM*
Entry for CN1CCN(C(=O)c2ccc3c(c2)N(Cc2c(F)cccc2Cl)C(=O)c2ccccc2S3)CC1 in TDP1 block: 5%

Next section
#25 CCOC(=O)C1CCN(C(=O)C(C)c2ccc([N+](=O)[O-])cc2)CC1 (configuration not stated)
#26 Cc1ccccc1OCCCCn1c(C2CC(=O)N(c3ccccc3Cl)C2)nc2ccccc21 (configuration not stated)
#27 Cc1ccnc(NC(=O)CCC(=O)N(CC(=O)NC2CCCCC2)c2ccc3c(c2)OCO3)c1
#28 CC(C)c1ccc(NC2CCCN(C(=O)c3ccnc(Cl)c3)C2)cc1 (configuration not stated)
#29 COc1cc(C(=O)Nc2ccc3c(c2)ncn3C)cc(OC)c1OC
#30 Cc1ccc([N+](=O)[O-])cc1NC1OC(CO)C(O)C1O (configuration not stated)

Compound,25,26,27,28,29,30
DT40 TDP1 no CPT,-7%,-18%,-22%,-20%,2.9µM*,1%
DT40 TDP1 CPT,?,?,-11%,6%,4.1µM*,2%
TDP1 block,-3%,8%,-1%,4%,/,6%

#31 CCCCC[C@H](C)N1C[C@@H](COCc2ccccc2)Oc2cc(N3CCC[C@@H]3COC)ccc2S1(=O)=O
#32 COc1ccc(S(=O)(=O)NC(=O)C2(C)CCN2C(=O)C2(c3ccccc3)CC2)cc1 (configuration not stated)
#33 CCN(CC)C(=O)/C(=C/c1ccc(F)cc1)NC(C)=O
#34 O=C(Cc1ccc([N+](=O)[O-])cc1)Nc1ccc(O)cc1C(=O)O
#35 Cc1cc(F)ccc1S(=O)(=O)Nc1ccc(C(=O)N2CCCCC2)cc1
#36 CCCCn1c(SCC(=O)Nc2oc(C)c3c(C)n[nH]c(=O)c23)nc2cc(S(N)(=O)=O)ccc21

Compound,31,32,33,34,35,36
DT40 TDP1 no CPT,18µM*,-3%,-7%,-25%,?,-15%
DT40 TDP1 CPT,21µM*,8%,-10%,-16%,?,-23%
TDP1 block,/,/,0%,-6%,0%,/

#37 CCOC(=O)c1ccccc1NC(=O)c1nn(-c2ccc(OC)c(Cl)c2)c(=O)c2c1c1ccccc1n2C
#38 CCN(CC(=O)NCc1cccs1)C(=O)c1ccc(S(=O)(=O)Nc2ccccc2Cl)cc1
#39 O=C(NNC(=O)c1cccc2ccccc12)c1ccccc1O
#40 CC1=CN2C(=N)/C(=C/c3ccc(Sc4ccc(Cl)cc4)o3)C(=O)N=C2S1
#41 O=C1C(CSCc2ccccc2)NC(=S)N1c1ccccc1 (configuration not stated)
#42 CC(Oc1ccc(Br)cc1)C(=O)NCC1(N2CCCCC2)CCCCC1 (configuration not stated)

Compound,37,38,39,40,41,42
DT40 TDP1 no CPT,-6%,-2%,?,-19%,4.6µM*,-18%
DT40 TDP1 CPT,14%,-5%,15µM*,9%,2.9µM*,-29%
TDP1 block,-2%,2%,3%,5%,8%,0%

#43 CC(=O)Nc1ccc(S(=O)(=O)NCCC(=O)Nc2cccc(Cl)c2)cc1
#44 CN(C)c1ccc(C(c2ccc(N(C)C)cc2)C(O)c2ccccc2)cc1 (configuration not stated)
#45 CCC(Sc1nc(-c2ccccc2F)nc2c1Cc1c(CO)cnc(C)c1O2)C(=O)Nc1cc(C)ccc1C (configuration not stated)
#46 CC(=O)O[C@@H]1[C@@H](OC(C)=O)[C@H](n2ccc3cc([N+](=O)[O-])ccc32)OC[C@@H]1OC(C)=O
#47 CCN1CCN(c2cc(C)c3cc(NC(=O)c4ccc(Br)o4)ccc3n2)CC1
#48 Cc1cc(C)c(S(C)(=O)=O)c(Oc2cccc(C(F)(F)F)c2)n1

Compound,43,44,45,46,47,48
DT40 TDP1 no CPT,-5%,?,0%,-25%,?,-2%
DT40 TDP1 CPT,0%,?,-11%,-11%,?,?
TDP1 block,1%[0.0935 µM],/,-3%,/,9%,3%

#49 COc1cccc(-n2nnnc2SCC(=O)Nc2cccc(NC(C)=O)c2)c1
#50 O=Cc1cn(CC(=O)N2CCCCC2)c2ccccc12
#51 O=C(NCCOc1ccccc1)c1ncn[nH]1
#52 CCC(O)CNC(=O)c1cnn(-c2ncc3c(n2)-c2ccc(OC)cc2CC3)c1C1CC1 (configuration not stated)
#53 O=C(NN1C(=O)c2ccccc2C1=O)c1ccc2c(c1)C(=O)N(CC1CCCO1)C2=O (configuration not stated)
#54 O=[N+]([O-])c1cc(-c2cnc3ccccc3n2)ccc1Oc1ccc(Cl)cc1

Compound,49,50,51,52,53,54
DT40 TDP1 no CPT,-19%,?,-10%,-24%,-14%,?
DT40 TDP1 CPT,-19%,-13%,-16%,-1%,-11%,18µM*
TDP1 block,6%,-1%,2%,/,/,3%

#55 COc1ccc2[nH]cc(C3N4CC5(C)CN3CC(C)(C4)C5=O)c2c1 (configuration not stated)
#56 COC(=O)C(C(=O)OC)C(C[N+](=O)[O-])c1ccc(OC)c(OC)c1 (configuration not stated)
#57 COC(=O)c1c(NC(=O)CN2CCOCC2)sc2c1CCC(C)C2 (configuration not stated)
#58 NS(=O)(=O)c1cccnc1Nc1cccc(Cl)c1Cl
#59 O=C(NC(=S)NNC(=O)c1cnccn1)c1ccc(F)cc1
#60 C=CCNC(=O)C1CCC(=O)N1S(=O)(=O)c1ccc(C)cc1 (configuration not stated)

Compound,55,56,57,58,59,60
DT40 TDP1 no CPT,-14%,?,?,-16%,5.2µM*,0%
DT40 TDP1 CPT,-14%,-24%,?,-13%,3.3µM*,-2%
TDP1 block,2%,0%,2%,-3%,6%,3%

#61 COc1ccc(-c2cn3nc(N4CCCC(C(=O)NCc5ccc(Cl)cc5)C4)sc3n2)cc1 (configuration not stated)
#62 CC(C)C(=O)Nc1ccc(C(=O)NNC(=O)C(c2ccccc2)c2ccccc2)cc1
#63 COc1ccccc1/C=C/C=N/n1c(COc2ccccc2)n[nH]c1=S
#64 COc1ccc(CCN2CCCn3c2nc2c3c(=O)n(Cc3ccccc3F)c(=O)n2C)cc1OC
#65 CCc1cc2c(-n3nc(C)cc3C)ncnc2s1
#66 COC(=O)[C@H](Cc1ccc(O)cc1)NC(=O)Cn1cnc(C(=O)Nc2ccc(C)c(C)c2)n1

Compound,61,62,63,64,65,66
DT40 TDP1 no CPT,8.2µM*,-22%,15µM*,?,1%,-21%
DT40 TDP1 CPT,9.2µM*,-18%,?,?,-21%,-17%
TDP1 block,4%,-8%,4%,4%,-2%,0%[56.1 µM]

#67 Cc1cccnc1NC(=O)CSc1nnc(COc2ccc(C(C)C)cc2)n1C
#68 CS(=O)(=O)N(CC(=O)N1CCCC1)c1cccc(F)c1
#69 O=C(Cc1ccc(-c2ccccc2)cc1)NCc1cccnc1
#70 O=C(COc1ccc(Cl)cc1Cl)NNC(=S)NC(=O)c1ccco1
#71 COc1ccc(NC(=O)COc2ccc(N(C)S(=O)(=O)c3ccc(Cl)cc3)cc2)cc1
#72 CCc1ccc(C(=O)NNC(=O)c2cccc(N3C(=O)CCC3=O)c2)cc1

Compound,67,68,69,70,71,72
DT40 TDP1 no CPT,-10%,-17%,6.5µM*,?,?,7%
DT40 TDP1 CPT,-14%,-19%,2.9µM*,?,-11%,10%
TDP1 block,5%,/,-2%,12%,2%,/

#73 COc1ccc(CCNC(=O)C2CCN(S(=O)(=O)c3ccc4nc5c(c(C(=O)O)c4c3)CCCC5)CC2)cc1OC
#74 O=C(Cc1ccccc1)N1O[C@H]2C=C[C@@H]1CC2
#75 CCOC(=O)C1CCCN(C(=O)CCc2ccccc2)C1 (configuration not stated)
#76 CCOC(=O)C1CCN(C(=O)C2CCCN2S(=O)(=O)c2ccc(Cl)cc2)CC1 (configuration not stated)
#77 CCOC(=O)c1ccccc1NC(=O)Cn1c(=O)n(-c2cccc(C)c2)c(=O)c2c1c1cc(C)ccc1n2C
#78 O=C(CSc1nnc(-c2ccco2)n1-c1ccccc1)NCc1ccc2c(c1)OCO2
#79 O=C(CSc1nccn1-c1ccc(F)cc1)Nc1cccc2ccccc12

Compound,73,74,75,76,77,78,79
DT40 TDP1 no CPT,18%,8%,5%,-21%,5%,-8%,15µM*
DT40 TDP1 CPT,-2%,16%,-9%,?,7%,?,?
TDP1 block,3%,/,3%,3%[56.1 µM],12%,0%,9%
